Screening results as filed in PubChem.
IL1B secr inh: blocks inflammasome-driven IL-1 beta release; THP-1 LPS/ATP IL-1B secretion, AlphaLISA, 16 h; stronger effect = lower value; activity change, % at 57.5 µM; 4.7% of 360,000 active; AID 743279; in the data active = activity change below about -50%; inconclusive = mostly about -30% to -49%; also: % is scaled to controls: 0 for no effect and ±100 for the full control effect
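THP-1 cells pretreated 1 hr with compounds (up to 57.5 uM final), then stimulated with LPS (250 ng/mL final) plus ATP (1.25 mM final); secreted IL-1B measured by AlphaLISA after 16 hr, decreased signal indicating inhibition.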
HT1080-NT tox: kills 2HG-producing HT-1080-NT fibrosarcoma cells | 1.6% of 360,000 active | HT-1080-NT fibrosarcoma viability, CellTiter-Glo ATP luminescence, 48 h | Potency, µM (doses to about 46.1 µM), for inactives: at the highest dose activity, negative = less viability, hits mostly cytotoxic | AID 686970;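 also: NT is the 2HG producing partner of a matched IDH1 knockdown line; potency is read from the fitted curve at half-maximal effect; 0% = DMSO-treated cells and -100% = media-only wells without cells; nearly all actives have a fitted effect of over 55% in size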
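A 48-hour cytotoxicity screen used HT-1080-NT cells plated 2 hours before compound delivery. ATP-based CellTiter-Glo luminescence measured viability, normalized to DMSO and no-cell controls.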
SW480 rereplic: inducers of DNA re-replication in SW480 colon cancer cells | SW480 DNA re-replication, Hoechst DNA content imaging, 48 h | Potency, µM (top dose mostly 46.1 µM), without a hit: at the top dose re-replication activation, usual class: activators | 1.8% of 340,000 active | AID 624297; also: potency is read from the fitted curve at half-maximal effect; % of control where 0% means no effect; nearly all actives have a fitted effect of over 55% in size
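SW480 cells exposed to compounds for 48 hr at 37 C, 5% CO2, then Hoechst-stained 40 min. Nuclear DNA content imaged by fluorescence scanning (405 nm excitation, 500-530 nm emission); re-replication scored as increased high-intensity nuclei.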
MCF10A rerep: inducers of DNA re-replication in MCF 10A breast cells. Potency, µM (titrated, usually from 46.1 µM), without a hit: at the highest dose activity, positive = re-replication, hits mostly activators. 2.9% of 350,000 active. AID 624296. MCF 10A DNA re-replication, Hoechst nuclear intensity, 48 h; also: potency is read from the fitted curve at half-maximal effect; % of control where 0% means no effect; nearly all actives have a fitted effect of over 50% in size
ATXN viability: cell viability loss in ATXN counter-screen | S2 cells (HEK-293 line with an ATXN2-luciferase reporter) viability, CellTiter-Fluor protease fluorescence, 24 h | 0.49% of 400,000 active | Potency, µM (series often up to 56.7 µM), most hits filed as cytotoxic; also: potency is read from the fitted curve at half-maximal effect; nearly all actives have a fitted effect of over 40% in size
HepG2 tox: HepG2 cytotoxicity, counter-screen for TGF-b inhibitors | HepG2 CAGA-GFP viability, ATP luminescence, 18 h | Potency, µM (highest dose often 46.1 µM), for the others: at the top dose activity change, negative = cytotoxicity, usual class: cytotoxic | 0.76% of 410,000 active | AID 588856; also: potency is read from the fitted curve at half-maximal effect; some results filed as inactive show a strong effect at the top dose
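CellTiter-Glo luminescence gave cytotoxicity after 18 hours at 37 degrees C. The cells were HepG2 CAGA-GFP in 1% FBS DMEM, stimulated with 500 pg/mL TGF-beta after compound addition. %Activity was normalised to no-cell wells (complete cell-killing) and DMSO (no toxicity), and curves were fitted and classified.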
HT1080 IDH1KD tx: toxicity to HT-1080 IDH1 knockdown cells (counter line). HT-1080 IDH1 knockdown viability, ATP luminescence, 48 h. Potency, µM (titrated, usually from 46.1 µM), without a hit: at the highest dose activity, negative = toxicity, usual class: cytotoxic. 2% of 360,000 active. AID 686971;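 also: potency is read from the fitted curve at half-maximal effect; 0% = DMSO wells and -100% = cell-free medium wells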
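Assay cells: HT-1080 with IDH1 knockdown, 750 per well, RPMI/5% FBS. Exposure: 48 h at 37 °C following 2 h pre-incubation. Read: CellTiter-Glo luminescence; fitted concentration-response, curve class assigned.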
ATXN2 expr inh: ATXN2 expression inhibition; HEK-293 ATXN2-luciferase reporter, luminescence, 24 h; Potency, µM (highest dose often 57 µM), for the others: top-dose activity change, negative = inhibition, hits mostly inhibitors; 0.72% of 360,000 active; AID 1745845; also: potency is read from the fitted curve at half-maximal effect; % is scaled to controls: 0 for no effect and ±100 for the full control effect; nearly all actives have a fitted effect of over 55% in size
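qHTS (up to 57 uM final) was run with 24 h compound exposure of reporter cells at 37 °C. Each well was multiplexed: SteadyGlo luminescence measured ATXN2-luciferase expression after a fluorogenic Gly-Phe-AFC viability readout (25 uM final).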
KB-3-1 cytotox: KB-3-1 parental cell cytotoxicity; KB-3-1 viability, CellTiter-Glo ATP luminescence, 72 h; Potency, µM (top dose mostly 46.1 µM), inactives show top-dose activity change, negative = cytotoxic, usual class: cytotoxic; 1.4% of 400,000 active; also: potency is read from the fitted curve at half-maximal effect; % is scaled to controls: 0 for no effect and ±100 for the full control effect; nearly all actives have a fitted effect of over 60% in size
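KB-3-1 cells, DMEM (no phenol red) + 10% FBS; compound by pin transfer, 72 h, 37 °C. Readout: CellTiter-Glo luminescence after 10 min. Data normalized, curve-fitted.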
* marks the source's active call; other numbers are inactive results; i = inactive; ? = inconclusive; / = not tested or not shown; & = joins results of further samples; [ ] = remark or other dose. Unless noted, calls follow the shape of the dose curve; as a rule, active = well fitted curve in the direction sought with a large enough effect; inconclusive = small, poorly fitted or top-dose-only effect, or another doubt; inactive = no such curve, though single readings can be large; an effect the other way counts as inactive or inconclusive.

SMILES	IL1B secr inh	HT1080-NT tox	SW480 rereplic	MCF10A rerep	ATXN viability	HepG2 tox	HT1080 IDH1KD tx	ATXN2 expr inh	KB-3-1 cytotox
COc1cc(C(=S)N2CCCC2)ccc1OS(=O)(=O)c1ccc(NC(C)=O)cc1	-27	-4%	-10%	-3%	i	-15%	-11%	-16%	-13%
COc1cc(CC(=O)Nc2ccc(S(=O)(=O)NC3=NCCCCC3)cc2)cc(OC)c1OC	7	11%	7%	-3%	i	1%	4%	/	-2%
CC(NC(=O)Nc1ccccc1)c1ccccc1 (stereo unspecified)	-4	3%	-1%	10%	i	-5%	10%	4%	2%
COc1cc(NC(=O)C2=CC(c3ccc(F)cc3)=NS(=O)(=O)N2C)cc(OC)c1OC	/	/	/	/	i	3%	/	6%	1%
C/C(=N\Nc1cccc2cccnc12)c1ccc(C)cc1	4	1%	-1%	4%	i	-29%	8%	26%	9%
CC1CCCC(=C\c2ccccc2)/C1=N/O (stereo unspecified)	0	-12%	-1%	1%	i	-49%	-14%	6%	1%
COc1ccc(NC(=O)CCc2nnc3ccc(NCc4ccco4)nn23)cc1	13	0%	-14%	-1%	i	-6%	0%	8%	-27%
Oc1c(C(c2ccc(F)cc2)N2CCCC2)sc2nc(-c3ccco3)nn12 (stereo unspecified)	/	/	/	/	i	-6%	/	17%	6%
CC(C)(C)c1ccc(OCC(=O)OCCNC(=O)c2cccnc2)cc1	14	-1%	-1%	-1%	i	3%	4%	3%	6%
CCN(CC)Cc1c(C(=O)N/N=C/c2cccc3ccccc23)nnn1-c1nonc1N	13	-4%	-10%	6%	i	2%	-3%	3%	0%
O=C(Nc1nccs1)c1nc[nH]c1C(=O)N1CCc2ccccc2C1	12	12%	-2%	-10%	i	8%	10%	9%	0%
Cc1cc(-c2ccccc2)n2ncc(-c3ccccc3)c2n1	-10	-20%	-5%	?	i	-18%	-13%	3%	12%
Cc1ccc(CCN2CC(C(=O)NCCCN(C)Cc3ccccc3)CC2=O)cc1 (stereo unspecified)	-12	-7%	-8%	-5%	i	2%	3%	4%	0%
COc1cccc(OCC(=O)NCC2CCCO2)c1 (stereo unspecified)	0	-1%	-7%	-8%	i	6%	0%	-2%	0%
CC(=O)c1ccccc1C(=O)N1CCC(n2nccc2NC(=O)C2CC2)CC1	0	-2%	-8%	1%	?	-5%	-2%	6%	0%
CCS(=O)(=O)N1CCC(C(=O)Oc2ccc(Cl)cc2)CC1	3	-3%	0%	0%	i	0%	-1%	14%	13%
Cc1cc(C)c(C(=O)COC(=O)c2ccc([N+](=O)[O-])o2)cc1C	-3	19%	0%	6%	i	7%	0%	-21%	-6%
CNC(=O)C1CC(=O)N(c2ccc(OCC(=O)Nc3ccccc3)cc2)C1 (stereo unspecified)	27	7%	-5%	-6%	i	10%	-1%	0%	12%
O=C(COc1ccccc1)Nc1ccccc1N1CCCCC1	21	-5%	1%	?	i	-4%	-10%	-8%	-9%
O=C(Nc1ccc2ccccc2c1)N1CCCN(CCOc2ccccc2)CC1	-3	-8%	-20%	9%	i	-4%	5%	/	?
N#Cc1c(-c2ccc(Cl)cc2)ccn2nc(CCC(=O)O)nc12	12	0%	2%	11%	i	10%	0%	-14%	-8%
Cn1c(=O)n(C)c2cc(S(=O)(=O)N3CCOCC3)ccc21	3	3%	-3%	-1%	?	3%	9%	16%	6%
COC(=O)c1ccc(/C=C/C(=O)c2ccc(OC)cc2)cc1	?	6%	?	?	i	-33%	?	-12%	0%
Clc1ccc(-c2csc(N3CCSCC3)n2)cc1	7	6%	-3%	?	i	-5%	8%	36%	10%
O=C(c1cccs1)N1CCN(C(=O)C2CCCO2)CC1 (stereo unspecified)	5	18%	-2%	-3%	i	-3%	2%	-1%	-9%
COC/C=C/C1=CC2=CC(=O)C(C)(OC(=O)c3cnc4ccccc4n3)C(=O)C2=CN1CC(C)C (stereo unspecified)	11	-17%	30%	11%	i	-12%	-5%	7%	-2%
CCC(Oc1ccccc1)C(=O)Nc1ccccn1 (stereo unspecified)	11	12%	-1%	4%	?	4%	8%	34%	13%
COc1cc([N+](=O)[O-])cc(/C=N/NC(=O)Cn2nccc2C)c1O	0	?	16µM*	18µM*	?	-16%	?	?	?
CC(=O)Nc1cccc(-c2ccnc3c2CC(C)(C(=O)Nc2cccc(NS(C)(=O)=O)c2)O3)c1 (stereo unspecified)	-19	-16%	/	/	i	-4%	-26%	-1%	0%
Brc1ccc2c(c1)CNc1c(ncnc1N1CCOCC1)O2	-12	-14%	3%	?	i	-4%	-24%	-16%	-13%

Three entries from above, ordered by count of non-hydrogen atoms, rising:
SMILES	IL1B secr inh	HT1080-NT tox	SW480 rereplic	MCF10A rerep	ATXN viability	HepG2 tox	HT1080 IDH1KD tx	ATXN2 expr inh	KB-3-1 cytotox
CCC(Oc1ccccc1)C(=O)Nc1ccccn1 (stereo unspecified)	11	12%	-1%	4%	?	4%	8%	34%	13%
COC(=O)c1ccc(/C=C/C(=O)c2ccc(OC)cc2)cc1	?	6%	?	?	i	-33%	?	-12%	0%
COc1cc([N+](=O)[O-])cc(/C=N/NC(=O)Cn2nccc2C)c1O	0	?	16µM*	18µM*	?	-16%	?	?	?

(cont.)
SMILES	IL1B secr inh	HT1080-NT tox	SW480 rereplic	MCF10A rerep	ATXN viability	HepG2 tox	HT1080 IDH1KD tx	ATXN2 expr inh	KB-3-1 cytotox
Cn1c(=NC(=O)CS(=O)(=O)c2ccc(F)cc2)sc2ccccc21	0	2%	-3%	11%	i	9%	-2%	6%	-5%
O=C(NC12CC3CC(CC(C3)C1)C2)c1ccc(-c2ccc(Br)cc2)o1	?	-7%	?	21µM*	i	-18%	?	85%[activator]	-15%
O=C(NCc1nnc(SCC(=O)N2CCCCCC2)o1)c1ccc(F)cc1	23	-2%	0%	-4%	?	7%	-4%	-3%	0%
Cc1cccc(OCCn2nnc3sc4c(c3c2=O)CCCC4)c1	/	/	/	/	i	-22%	/	26%	-7%
Cc1ccc(C(=O)NNC(=O)CSc2nnc(-c3ccccc3)n2Cc2ccccc2)cc1	-9	14%	0%	-2%	i	-4%	16%	-7%	20%
O=C(CC(NC(=O)c1ccccc1Cl)c1ccccc1)NC1=NCCS1 (stereo unspecified)	11	7%	-2%	2%	i	3%	4%	0%	12%
Cc1cccc(NC(=O)CSc2nc(N)c(NC(=O)c3ccccc3F)c(=O)[nH]2)c1	i	5%	-3%	-11%	i	9%	-11%	6%	0%
C/C(=C/c1ccccc1)C(=O)N1CCN(c2ccc(F)cc2)CC1	-11	-4%	-21%	-1%	i	-25%	0%	/	-1%
OCCC1CN(C/C=C/c2ccco2)CCN1Cc1ccccc1 (stereo unspecified)	6	1%	-9%	-1%	i	27%	0%	-9%	13%
Cc1cc(C)n2c(SCCN3C(=O)c4ccccc4C3=O)nnc2n1	14	11%	-8%	1%	i	-2%	9%	9%	4%
O=S(=O)(Nc1nccs1)c1ccc(Nc2nnc(-c3ccccc3)c3ccccc23)cc1	11	?	26%	20%	i	12%	?	-10%	-10%
Nc1ccccc1C#Cc1ccc2[nH]ccc2c1	10	16%	-17%	38%	i	1%	14%	81%[activator]	-2%
O=c1cc2nc(-c3ccccc3F)nc(SCc3ccc(Br)cc3)n2[nH]1	/	/	/	/	i	-38%	/	-12%	-7%
CC(=O)OCc1c(C(F)(F)F)nn(C)c1SCc1ccc(Cl)cc1	1	12%	-5%	-20%	i	10%	18%	-7%	0%
O=Cc1c(N2CCCCCC2)nc2ccccn2c1=O	7	-1%	-2%	0%	?	-43%	2%	3%	18%
CCCC(=O)Nc1cc2nn(-c3ccc(OC)cc3)nc2cc1C	/	/	/	/	i	5%	/	24%	-5%
CC1C(=O)N(Cc2cn(CC3CCCCC3)nn2)CCS(=O)(=O)N1Cc1ccc(-c2ccc(Cl)c(Cl)c2)cc1 (stereo unspecified)	14	?	/	/	?	-26%	-25%	-27%	-11%
O=C(NNc1ccccc1)C(=O)NNS(=O)(=O)c1ccc(CCCl)cc1	38	?	-1%	?	i	-18%	?	/	?
COC(=O)[C@H](C)NC(=O)COc1ccccc1	5	-4%	-19%	-1%	i	0%	10%	5%	-3%
COc1ccc(CN2C[C@H](Cc3ccccc3)[C@@H](CC(=O)Nc3ccccc3)C2=O)cc1	6	-25%	-4%	4%	?	-13%&-29%	-8%	?	-4%&1%
COc1ccc(NC(=O)CCCN2C(=O)C(c3ccccc3)Oc3cccnc32)c(OC)c1 (stereo unspecified)	-12	-4%	-1%	-17%	i	-15%&-36%	-2%	7%&-7%	-3%&-5%
O=C(C1=COCCO1)N1CCN(S(=O)(=O)c2cccc(Br)c2)CC1	3	-3%	5%	2%	i	-16%	-2%	-4%	15%
Cn1nc(C(=O)OCC(=O)Nc2ccc(Cl)cc2Cl)c2ccccc2c1=O	-2	11%	-10%	7%	i	-11%	-4%	/	-10%
O=C(NCc1cccs1)C1CC(=O)N(Cc2ccccc2)C1 (stereo unspecified)	-13	0%	-6%	7%	i	-2%	2%	3%	?
Cc1oc2ncn(CC(C)C)c(=O)c2c1C(=O)NCCCN(Cc1ccccc1)C(C)C	/	/	/	/	i	-14%	/	-6%	0%
COc1ccc(OC)c(NC(=O)CSc2nc(N3CCOCC3)nc(N3CCOCC3)n2)c1	-13	6%	3%	1%	i	39%	4%	-3%	/
O=C(c1ccc2c(c1)OCO2)C1CCCN(Cc2ccccc2OC(F)F)C1 (stereo unspecified)	-26	?	2%	?	i	-22%	-12%	-26%	5%
COc1ccc(CC(=O)NNC(=O)CCC(=O)Nc2cc(C)ccc2C)cc1	23	6%	-9%	-1%	?	17%	-8%	?	0%
CCC(C)(C)NC(=O)C(c1ccc(OC)cc1)N(Cc1ccccc1)C(=O)CCC(=O)Nc1cc(C)on1 (stereo unspecified)	1	-15%	-4%	14%	i	5%	-16%	-20%	?
